Source: PubChem
hERG WT inh = blocks the wildtype human KCNH2 potassium channel; Q12809; U2OS, BacMam KCNH2, thallium flux FluxOr; active compounds read low; activity change, % at 1.84 µM; 340,000 compounds, 0.37% hits;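 active = maximum activity change below -70%; inconclusive = maximum activity change between -70% and -50%; inactive = maximum activity change above -50%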; also: % is scaled to controls: 0 for no effect and ±100 for the full control effect
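U2OS cells transduced with wild-type KCNH2 virus are loaded with FluxOr dye for 45 min, and thallium flux is measured in kinetic reads before and after stimulation buffer. Rate constants are normalized to DMSO controls.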
USP2a inh = inhibitors of human ubiquitin-specific protease USP2a; O75604; USP2 core, Ub-CHOP2 coupled fluorogenic reporter, 485/531; Potency, µM (series often up to 38.3 µM), without a hit: at the top dose activity change, negative = inhibition, hits mostly inhibitors; 330,000 compounds, 0.01% hits; AID 463254;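 also: potency is read from the fitted curve at half-maximal effect; plate controls were DMSO wells for no effect and full inhibition by NEM control for full effect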
Target sequence (O75604 whole entry, looked up): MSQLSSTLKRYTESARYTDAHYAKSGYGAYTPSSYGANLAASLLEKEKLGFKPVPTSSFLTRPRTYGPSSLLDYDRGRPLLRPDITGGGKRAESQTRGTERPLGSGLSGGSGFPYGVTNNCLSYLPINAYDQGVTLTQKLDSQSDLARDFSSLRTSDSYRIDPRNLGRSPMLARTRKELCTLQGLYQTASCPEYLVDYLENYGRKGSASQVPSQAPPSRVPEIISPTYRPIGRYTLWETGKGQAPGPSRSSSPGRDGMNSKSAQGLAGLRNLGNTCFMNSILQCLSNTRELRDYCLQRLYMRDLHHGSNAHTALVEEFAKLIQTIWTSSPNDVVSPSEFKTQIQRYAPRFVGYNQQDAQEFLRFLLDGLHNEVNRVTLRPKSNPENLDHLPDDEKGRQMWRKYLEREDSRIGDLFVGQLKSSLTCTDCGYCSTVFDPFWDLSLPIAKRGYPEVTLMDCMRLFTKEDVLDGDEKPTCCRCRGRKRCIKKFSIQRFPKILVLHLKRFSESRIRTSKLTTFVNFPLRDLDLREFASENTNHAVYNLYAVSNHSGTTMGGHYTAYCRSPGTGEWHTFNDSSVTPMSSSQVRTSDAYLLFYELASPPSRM
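Cell-free coupled assay: 10nM USP2 core preincubated 30min RT with compound in Tris-HCl pH 8.0/CaCl2/CHAPS buffer, then 25nM Ub-CHOP2 and 25nM reporter substrate; fluorescence (Ex 485/Em 531) read after 60min RT, normalized to NEM inhibition, concentration-response curves fitted.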
Coupling enz = inhibits coupling enzyme system, counter-screen for aldolase hits | coupling enzyme system counterscreen, AmpLite Red fluorescence | activity change, negative = inhibition, % at 58.2 µM, hits read low | 290,000 compounds, 0.67% hits | AID 2472; in the data active = activity change below about -30%; also: % is scaled to controls: 0 for no effect and ±100 for the full control effect
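Fluorescence at 525 nm excitation and 598 nm emission measured inhibition of the coupled detection system without aldolase. Compounds (at 57.5 uM final) were preincubated 10 min at room temperature with coupling enzyme reagent before a 20 min substrate/AmpLite Red step.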
Menin MLL FP TR = inhibitors of human menin-MLL interaction, mutant MLL peptide; O00255; Menin + Texas Red MLL mutant peptide, fluorescence polarization; Potency, µM (doses to about 61.6 µM), inactives show at the top dose FP activity change, negative = inhibition, hits mostly inhibitors; 270,000 compounds, 0.23% hits; AID 1768; active = well fitted inhibition curve with a large enough effect in the polarisation, with a control signal flat, not every such curve was filed as active; inconclusive = small, poorly fitted or top-dose-only effect, or effect the other way, or a change in a side signal; inactive = no such curve, though single readings can be large or run the other way; the % refers to the polarisation; also: potency is read from the fitted curve at half-maximal effect; % of control where 0% means no effect; many of its hits are not listed in these tables
Giardia killer = kills Giardia lamblia; AID 540267; activity change, % at 7.66 µM, hits read low; 340,000 compounds, 0.15% hits; Giardia lamblia trophozoite viability; in the data active = activity change below about -80%; inconclusive = between about -30% and that limit;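 also: parasites exposed to compound for two days anaerobically before the ATP read; % is scaled to controls: 0 for no effect and ±100 for the full control effect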
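Trophozoites 100 cells/well + cpd; 48 hrs, 37 deg C, anaerobic. ATPLite 1-Step added, 15-30 min RT, luminescence read (ATP-based viability).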
B2AR arrestin = beta2AR (human) beta-arrestin recruitment activity; 330,000 compounds, 0.02% hits; beta-arrestin recruitment to beta2AR, cell-based reporter; Potency, µM (highest dose often 46.1 µM), inactives show at the top dose activation, hits mostly activators; AID 492947;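 also: potency is read from the fitted curve at half-maximal effect; 0% = DMSO controls and full agonism = EC100 isoproterenol or metaproterenol; nearly all actives have a fitted effect of over 65% in size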
KCNH2 3.1 inh = KCNH2 3.1 (human) potassium channel inhibition. U2OS KCNH2 3.1, thallium flux FluxOr; active compounds read low. activity change, % (tested at about 1.8 µM). 340,000 compounds, 0.95% hits;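 active = maximum activity change below -70%; inconclusive = maximum activity change from -70% to -50%; inactive = maximum activity change above -50%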;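 also: thallium influx rate constant from kinetic fluorescence after stimulation buffer; % is scaled to controls: 0 for no effect and ±100 for the full control effect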
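Kinetic fluorescence (2 min after stimulation buffer) measures Tl+ influx through KCNH2 3.1 expressed by viral transduction in U2OS cells; the rate constant is normalized against DMSO controls serving as positive and negative references.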
PKM2 activator = PKM2 (human) enzyme activation; P14618; purified PKM2, Kinase-Glo ATP luminescence, activation; response scale: 0% is enzyme alone, no compound; Potency, µM (top dose mostly 57.5 µM), inactives show at the highest dose activation, usual class: activators; 260,000 compounds, 0.34% hits; also: potency is read from the fitted curve at half-maximal effect; % is scaled to controls: 0 for no effect and ±100 for the full control effect; nearly all actives have a fitted effect of over 55% in size
Target sequence (P14618 whole entry, looked up): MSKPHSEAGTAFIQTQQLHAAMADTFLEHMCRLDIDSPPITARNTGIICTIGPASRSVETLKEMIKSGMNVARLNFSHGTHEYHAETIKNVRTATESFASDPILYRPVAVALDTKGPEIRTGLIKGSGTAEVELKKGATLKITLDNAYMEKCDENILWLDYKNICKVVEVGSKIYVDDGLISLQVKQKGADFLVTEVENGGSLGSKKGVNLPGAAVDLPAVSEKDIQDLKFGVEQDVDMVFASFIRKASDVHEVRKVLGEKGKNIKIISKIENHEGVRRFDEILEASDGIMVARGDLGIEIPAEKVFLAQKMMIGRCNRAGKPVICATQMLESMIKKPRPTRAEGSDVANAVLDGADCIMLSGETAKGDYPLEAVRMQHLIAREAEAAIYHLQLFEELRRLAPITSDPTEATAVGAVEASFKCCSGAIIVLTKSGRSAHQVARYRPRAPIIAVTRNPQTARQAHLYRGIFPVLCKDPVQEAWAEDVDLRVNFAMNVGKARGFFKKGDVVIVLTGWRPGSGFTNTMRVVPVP
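Kinase-Glo luminescence reports ATP generated from ADP (0.1 mM) and PEP (0.5 mM) by purified hPK-M2 after 1 h at room temperature, pH 7.2 imidazole buffer; intermediate enzyme activity allows detecting inhibitors and activators.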
MLL CXXC-DNA inh = inhibitors of human MLL CXXC domain-DNA interaction. Q03164. MLL-CXXC / FITC-HOXA9 DNA fluorescence polarization. AID 2662. Potency, µM (top dose mostly 115 µM), without a hit: at the highest dose activity change, negative = inhibition, most hits filed as inhibitors. 290,000 compounds, 0.037% hits; active = well fitted inhibition curve with a large enough effect in the polarisation, with a control signal flat, not every such curve was filed as active; inconclusive = small, poorly fitted or top-dose-only effect, or effect the other way, or a change in a side signal; inactive = no such curve, though single readings can be large or run the other way; the % refers to the polarisation; also: potency is read from the fitted curve at half-maximal effect
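Purified MLL-CXXC (added from a 7 uM solution) was preincubated 5 min at ambient with pinned compounds in 50 mM Tris-HCl pH 7.5, 50 mM NaCl, 1 mM DTT, 0.05% BSA. Fluorescein-labeled HOX-A9 DNA (50 nM solution) followed, 30 min, then polarization read.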
TRPV1 agonist = activates the human vanilloid receptor TRPV1; TRPV1-expressing cells, Fluo-8 calcium influx, agonist mode; activation, % at 8.33 µM; 320,000 compounds, 0.19% hits; in the data active = activation above about 80%; inconclusive = between about 30% and that limit; also: 0% is about no effect
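Fluo-8 calcium influx in TRPV1-expressing cells, kinetic read (ex 480/em 520 nm). Compound added and read 3 min for agonist activity, followed by capsaicin at EC20 final and 2 min further read for enhancement.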
GALK inh = inhibitors of human galactokinase. P51570. Potency, µM (doses to about 57.5 µM), without a hit: at the top dose activity change, negative = inhibition, hits mostly inhibitors. AID 1868. 270,000 compounds, 0.007% hits. Purified GALK, Kinase-Glo residual ATP luminescence; also: potency is read from the fitted curve at half-maximal effect; % is scaled to controls: 0 for no effect and ±100 for the full control effect
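Kinase-Glo Plus luminescence measured ATP left after a 1 h room-temperature reaction. The reaction used 5 nM GALK, 100 uM galactose and 35 uM ATP at pH 8.0 (20 mM HEPES, 5 mM MgCl2, 60 mM NaCl, 1 mM DTT, 0.01% BSA).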
An asterisk follows results filed as active; [ ] = dose if it differs, or a comment. Unless noted, calls follow the shape of the dose curve; as a rule, active = well fitted curve in the direction sought with a large enough effect; inconclusive = small, poorly fitted or top-dose-only effect, or another doubt; inactive = no such curve, though single readings can be large; an effect the other way counts as inactive or inconclusive. This is a subset; rates above refer to the full screens.

What do the screens show for `CCOc1ccccc1N1CCN(C(=O)NCc2ccc(C)cc2)CC1`?
hERG WT inh: -6; USP2a inh: -5%; Coupling enz: 0; Menin MLL FP TR: inconclusive; Giardia killer: -7; B2AR arrestin: -0.2%; KCNH2 3.1 inh: 4; PKM2 activator: -2%; MLL CXXC-DNA inh: 6%; TRPV1 agonist: 5; GALK inh: -2%

Results for COc1ccc(NC(=O)CSCC(=O)Nc2cccc3ncccc23)cc1 ?
hERG WT inh: -4; USP2a inh: 0%; Giardia killer: -3; B2AR arrestin: 0.1%; KCNH2 3.1 inh: 10; TRPV1 agonist: 6

What do the screens show for `CN(C)c1ccc(C(C(=O)NC(C)(C)C)N(C(=O)c2csnn2)C2CC2)cc1` (stereo not given)?
hERG WT inh: -3; USP2a inh: -1%; Coupling enz: -21; Menin MLL FP TR: -10%; Giardia killer: -3; B2AR arrestin: 0.6%; KCNH2 3.1 inh: 2; PKM2 activator: 0%; MLL CXXC-DNA inh: 9%; TRPV1 agonist: 0; GALK inh: -4%

How did CCc1nnc(NC(=O)CN2C(=O)/C(=C/c3cc(OC)c(OC)c(OC)c3)SC2=S)s1 do in these assays?
hERG WT inh: -5; USP2a inh: -1%; Coupling enz: 9; Menin MLL FP TR: 28%; Giardia killer: 6; B2AR arrestin: 0.4%; KCNH2 3.1 inh: -3; PKM2 activator: 17%; MLL CXXC-DNA inh: 6%; TRPV1 agonist: -2; GALK inh: 1%

Results for CCc1ccc(NC(=O)CSCCO)cc1 ?
hERG WT inh: -23; USP2a inh: 6%; Coupling enz: 4; Menin MLL FP TR: 1%; Giardia killer: -2; B2AR arrestin: -0.9%; KCNH2 3.1 inh: -23; PKM2 activator: 1%; MLL CXXC-DNA inh: 4%; TRPV1 agonist: 16

How did CCOc1cc(N2CCOCC2)c(OCC)cc1NC(=O)c1ccc(S(C)(=O)=O)cc1 do in these assays?
hERG WT inh: 0; USP2a inh: 1%; Coupling enz: 1; Menin MLL FP TR: 4%; Giardia killer: 0; B2AR arrestin: 1.0%; KCNH2 3.1 inh: -9; PKM2 activator: 3%; MLL CXXC-DNA inh: 3%; TRPV1 agonist: -9; GALK inh: 0%

How did Cc1ccc(/C=N/NS(=O)(=O)c2ccc([N+](=O)[O-])cc2)o1 do in these assays?
hERG WT inh: 3; USP2a inh: 1%; Coupling enz: 1; Menin MLL FP TR: 0%; Giardia killer: -5; B2AR arrestin: -0.7%; KCNH2 3.1 inh: 12; PKM2 activator: 2%; MLL CXXC-DNA inh: -1%; TRPV1 agonist: 2; GALK inh: 3%

What do the screens show for `O=C(CN1CCN(C(=O)c2ccccc2)CC1)Nc1ncc(Br)cc1Br`?
hERG WT inh: -20; USP2a inh: 2%; Coupling enz: 3; Menin MLL FP TR: -22%; Giardia killer: 5; B2AR arrestin: -0.9%; KCNH2 3.1 inh: -85*; PKM2 activator: -7%; MLL CXXC-DNA inh: 8%; TRPV1 agonist: -7; GALK inh: 0%

How did CCSc1nc(C)cc(C)c1S(=O)(=O)c1ccccc1C do in these assays?
hERG WT inh: 9; USP2a inh: -4%; Coupling enz: -3; Menin MLL FP TR: -16%; Giardia killer: -16; B2AR arrestin: -0.1%; KCNH2 3.1 inh: 4; PKM2 activator: -21%; MLL CXXC-DNA inh: -1%; TRPV1 agonist: 12; GALK inh: -3%

Results for CCc1ccccc1S(=O)(=O)c1c(C)cc(C)nc1Cl ?
hERG WT inh: 1; USP2a inh: 2%; Coupling enz: -2; Menin MLL FP TR: 6%; Giardia killer: 29; B2AR arrestin: -0.2%; KCNH2 3.1 inh: -17; MLL CXXC-DNA inh: 8%; TRPV1 agonist: -4

How did CN(Cc1cn(C)nc1-c1ccccc1F)CC1CCCCO1 (stereo not given) do in these assays?
hERG WT inh: 1; USP2a inh: 0%; Coupling enz: 4; Menin MLL FP TR: 7%; Giardia killer: 4; B2AR arrestin: -0.3%; KCNH2 3.1 inh: 2; PKM2 activator: -3%; MLL CXXC-DNA inh: -6%; TRPV1 agonist: 0; GALK inh: 1%

Results for COc1ccc(CNC(=O)CN(c2ccc(OC)cc2)S(=O)(=O)c2c(C)[nH]c(=O)[nH]c2=O)cc1 ?
hERG WT inh: 3; USP2a inh: 1%; Coupling enz: 5; Menin MLL FP TR: 0%; Giardia killer: -8; B2AR arrestin: 0.1%; KCNH2 3.1 inh: -8; PKM2 activator: 0%[0.46 µM]; MLL CXXC-DNA inh: -6%; TRPV1 agonist: 1; GALK inh: 0%

What do the screens show for `COc1ccc(CC(=O)Nc2ccc(S(=O)(=O)N3CCN(C)CC3)cc2)cc1`?
hERG WT inh: -8; USP2a inh: -2%; Giardia killer: -5; B2AR arrestin: 0.4%; KCNH2 3.1 inh: 5; TRPV1 agonist: 1

Results for COc1ccc(OC)c(NC(=O)C2CC(=O)n3ncnc3N2)c1 (stereo not given) ?
hERG WT inh: -6; USP2a inh: -1%; Coupling enz: 0; Menin MLL FP TR: -7%; Giardia killer: 13; B2AR arrestin: -0.4%; KCNH2 3.1 inh: 11; PKM2 activator: 0%; MLL CXXC-DNA inh: -2%; TRPV1 agonist: -2; GALK inh: 0%

Results for CSc1ccc(Cn2nnc(C(=O)Nc3ccc(C)c(C)c3)c2N)cc1 ?
hERG WT inh: 11; USP2a inh: -3%; Coupling enz: 0; Menin MLL FP TR: -16%; Giardia killer: 37[activator]; B2AR arrestin: 0.1%; KCNH2 3.1 inh: -6; PKM2 activator: 0%; MLL CXXC-DNA inh: -8%; TRPV1 agonist: 6; GALK inh: 1%

What do the screens show for `O=C(O)c1ccc(COc2cccc(CO)c2)cc1`?
hERG WT inh: -4; USP2a inh: 1%; Coupling enz: 1; Menin MLL FP TR: 4%; Giardia killer: 8; B2AR arrestin: -0.3%; KCNH2 3.1 inh: 2; PKM2 activator: -30%; MLL CXXC-DNA inh: -1%; TRPV1 agonist: 2; GALK inh: 10%

What do the screens show for `CN(C)S(=O)(=O)c1ccc2oc(SCC(=O)Nc3ccccc3F)nc2c1`?
hERG WT inh: -6; USP2a inh: 0%; Coupling enz: -3; Menin MLL FP TR: -5%; Giardia killer: 35[activator]; B2AR arrestin: 0.0%; KCNH2 3.1 inh: 2; PKM2 activator: 4%; MLL CXXC-DNA inh: -7%; TRPV1 agonist: -1; GALK inh: 0%

What do the screens show for `CCCOc1ccc(N2C(=O)C3C(C(C)C)NC4(C(=O)c5ccccc5C4=O)C3C2=O)cc1` (stereo not given)?
hERG WT inh: 1; USP2a inh: 8%; Coupling enz: -5; Menin MLL FP TR: 0%; Giardia killer: 0; B2AR arrestin: -0.1%; KCNH2 3.1 inh: -6; PKM2 activator: -2%; MLL CXXC-DNA inh: -4%; TRPV1 agonist: 4; GALK inh: -3%

How did CCNC(=S)N1CC(C)OC(C)C1 (stereo not given) do in these assays?
hERG WT inh: -9; USP2a inh: -1%; Coupling enz: 0; Menin MLL FP TR: 0%; Giardia killer: 5; B2AR arrestin: -0.5%; KCNH2 3.1 inh: -22; PKM2 activator: -9%; MLL CXXC-DNA inh: 3%; TRPV1 agonist: 8; GALK inh: 2%

How did FC(F)(F)c1cnc(Sc2nc3nccc(-c4ccc(Cl)cc4)n3n2)c(Cl)c1 do in these assays?
hERG WT inh: -5; USP2a inh: 0%; Coupling enz: -55*; Menin MLL FP TR: -15%; Giardia killer: -7; B2AR arrestin: 0.3%; KCNH2 3.1 inh: -9; PKM2 activator: 0%; MLL CXXC-DNA inh: 2%; TRPV1 agonist: 0; GALK inh: -1%

What do the screens show for `O=C(NC(c1ccccc1)c1ccccc1)c1ccc(S(=O)(=O)C(F)F)cc1`?
hERG WT inh: -3; USP2a inh: 7%; Coupling enz: -2; Menin MLL FP TR: 9%; Giardia killer: 14; B2AR arrestin: 0.1%; KCNH2 3.1 inh: -25; PKM2 activator: -11%; MLL CXXC-DNA inh: 2%; TRPV1 agonist: 18; GALK inh: 1%

What do the screens show for `Cc1cc2c(cc1C)C(c1cc(Br)ccc1F)CC(=O)N2` (stereo not given)?
hERG WT inh: -1; USP2a inh: 0%; Coupling enz: 0; Menin MLL FP TR: -2%; Giardia killer: inconclusive; B2AR arrestin: 2.6%; KCNH2 3.1 inh: -5; PKM2 activator: -6%; MLL CXXC-DNA inh: 12%; TRPV1 agonist: 26; GALK inh: 5%

What do the screens show for `CSCCNC(=O)c1ccc(OC2CCN(CCc3ccccc3)CC2)cc1`?
hERG WT inh: 0; USP2a inh: 11%; Coupling enz: 5; Menin MLL FP TR: -24%; Giardia killer: 31[activator]; B2AR arrestin: -0.9%; KCNH2 3.1 inh: -18; PKM2 activator: -2%; MLL CXXC-DNA inh: 7%; TRPV1 agonist: 4; GALK inh: 1%

Results for Cc1ccc(S(=O)(=O)NC2CC(C)(C)NC(C)(C)C2)c(C)c1C ?
hERG WT inh: 5; USP2a inh: -1%; Coupling enz: 0; Menin MLL FP TR: 9%; Giardia killer: -3; B2AR arrestin: -0.2%; KCNH2 3.1 inh: 5; PKM2 activator: -2%; MLL CXXC-DNA inh: -1%; TRPV1 agonist: -1; GALK inh: -4%
